# From PubChem
# H69AR inhibit – growth inhibitors of human H69AR lung tumor cells; H69AR lung tumor viability, ATP luminescence, 72 h; hits give low values; viability, % at 10 µM; hit rate 6% among 85,000; AID 598;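 active = viability at or below 40%; inactive = viability above 40%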;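 also: multidrug resistant small cell line overexpressing MRP-1 efflux transporter; 100% = mean luminescence of untreated control wells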
# VCAM1 TNFa inh – reduces TNF alpha induced VCAM1 expression in HUVEC; hit rate 0.48% among 95,000; inhibition, % at 2 µM; HUVEC TNFa-induced VCAM-1 immunofluorescence, high-content imaging;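 active = inhibition above the batch mean plus 3 SD, with images confirmed as a hit by eye, cut at about 37% in these data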;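 also: 0% = TNF-stimulated DMSO wells and 100% = unstimulated control wells; not every result past the cut was called active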
# Lung fibro prol – blocks proliferation of human lung fibroblasts. viability, % at 10 µM. hit rate 1.1% among 85,000. AID 719. LL 47 human lung fibroblast viability, ATP luminescence; hits give low values;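 active = viability at or below 50% in the single dose screen; inactive = viability above 50%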;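 also: compound exposure lasted 72 h before the ATP readout; 100% = median luminescence of untreated cell-only wells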
#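 Test system: LL 47 human lung fibroblasts; Quantity: 1,150 cells/well; Buffer or medium: IMEM plus 15% FBS; Dosing: tenfold compound dosing solution, DMSO at 0.1%; Timing: overnight cell rest, 72 h compound treatment at 37 °C; Detection: ATP-based CellTiter-Glo luminescent readout; Read-out basis: viability percentage against median untreated-cell control; Controls: cell-only wells, no compound.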
# HUVEC inhibit – blocks proliferation of human endothelial cells. HUVEC proliferation, CellTiter-Glo luminescence, 72 h; hits give low values. viability, % at 10 µM (by protocol). hit rate 1.1% among 86,000. AID 648;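 active = viability at or below 30%; inactive = viability above 30%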;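 also: 100% = median luminescence of DMSO-only cell control wells on each plate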
# HUVEC tox TNFa – toxic to HUVEC cells under TNF alpha stimulation; cell count reduction, % at 2 µM; HUVEC TNFalpha-stimulated, Hoechst cell count, imaging; hit rate 0.17% among 93,000;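 active = cell count reduction exceeding the screen mean by over 5 SD, scaled to untreated wells per plate, cut at about 78% in these data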;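 also: cells counted after 24 h of TNF alpha exposure following the 1 h pretreatment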
# HUVEC tox IL1B – toxic to HUVEC cells under IL-1B stimulation | cell count reduction, % at 2 µM | AID 845 | HUVEC cell count loss, Hoechst imaging, IL-1B stimulated | hit rate 0.41% among 94,000;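 active = cell count reduction more than 3 SD above the screen-wide mean, cut at about 70% in these data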;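 also: normalized per plate to untreated control cells as the no-loss baseline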
# cytoskel mod – cytoskeleton assembly modification | HUVEC TNFa F-actin phalloidin imaging, high content | inhibition, % at 2 µM | hit rate 0.18% among 91,000 | AID 836;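 active = inhibition above the batch mean plus 3 SD and confirmed as a hit by visual image inspection, cut at about 30% in these data, passing the limit was not always enough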; also: strong numbers were not always called active
# Smad3 FoxH1 inh – blocks human Smad3 binding to FoxH1 peptide; inhibition, % at 25 µM; P84022; AID 630; hit rate 0.29% among 88,000; TR-FRET Smad3/Dy647-FoxH1 peptide binding, europium anti-His;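 active = compounds that reduce the energy-transfer binding signal between the protein and its labelled peptide by more than half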;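 also: 0% = Smad3 plus labelled peptide maximal FRET and 100% = peptide-only background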
# Target sequence (P84022 whole entry, looked up): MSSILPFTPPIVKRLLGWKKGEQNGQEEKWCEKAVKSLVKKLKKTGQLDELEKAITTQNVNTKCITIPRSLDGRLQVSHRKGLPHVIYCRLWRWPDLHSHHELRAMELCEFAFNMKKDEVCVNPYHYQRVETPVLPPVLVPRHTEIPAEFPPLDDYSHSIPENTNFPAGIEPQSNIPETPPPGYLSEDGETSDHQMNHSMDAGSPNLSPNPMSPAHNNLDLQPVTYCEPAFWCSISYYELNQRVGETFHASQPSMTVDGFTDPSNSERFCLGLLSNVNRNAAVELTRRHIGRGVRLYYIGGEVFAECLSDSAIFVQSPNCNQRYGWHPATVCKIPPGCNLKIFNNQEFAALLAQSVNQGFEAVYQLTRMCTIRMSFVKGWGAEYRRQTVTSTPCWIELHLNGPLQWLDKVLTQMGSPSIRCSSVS
# Pyk2 oligo antag – antagonists of human Pyk2 oligomerization; Q293 cells, Pyk2 FERM NanoBiT luminescence; hits give low values; z-score (the deposit names both 25 µM and 10 µM); hit rate 0.83% among 99,000;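 active = Z-score of -3 or lower, scaled per plate to the spread of control and sample wells; inactive = z-score above -3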;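 also: negative z-score means lost luminescence so less FERM oligomerization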
# The depositor's hits bear a star; nt = not tested or not shown; [ ] = another dose, or the depositor's remark. A portion of the library; the hit share may differ from the screen's.
compound	HUVEC tox TNFa	HUVEC tox IL1B	H69AR inhibit	Smad3 FoxH1 inh	Lung fibro prol	HUVEC inhibit	cytoskel mod	VCAM1 TNFa inh	Pyk2 oligo antag
Cc1nn(C(C)CC(=O)O)c(C)c1Br (stereo not drawn)	3	-4	97	-18	89	80	nt	15	0.61
CCOC(=O)c1cnc2nc(C(F)(F)F)[nH]n2c1=O	-4	1	103	4	89	93	nt	-4	0.96
Cc1cc(C(F)F)nn1CC(=O)NCc1ccc(Cl)cc1Cl	-12	17	93	0	98	91	-12	9	-0.39
O=C(c1ccco1)N1CCN(S(=O)(=O)c2ccc(F)cc2)CC1	-1	-38	94	-1	103	106	-27	-12	0.09
CCC(NC(=O)NC1=NCCS1)(C(F)(F)F)C(F)(F)F	-7	-2	93	0	105	102	-6	6	-0.44
Fc1ccc(-n2nnnc2-c2cnc(-c3cccs3)nc2C(F)(F)F)cc1	-17	nt	nt	nt	nt	nt	2	18	-3.7*
CCOc1ccc(-n2c(SCC(=O)NCc3ccco3)nc3c(c2=O)SCC3)cc1	nt	nt	87	3	104	89	nt	nt	-0.32
Cc1sc2ncnc(SCc3ccco3)c2c1C	5	8	79	-3	96	87	15	-2	-0.33
C1=Nc2c(NCc3ccccc3)ncnc2Oc2ccccc21	-2	91*	97	14	87	86	0	-7	-1.2
N#Cc1cnn(-c2nc(SCc3ccccc3)nc3sc4c(c23)CCCC4)c1N	-45	0	96	0	88	82	-7	-42	-1.2
CCOC(=O)Cn1c(=O)c(-c2ccccc2N)nc2ccccc21	nt	nt	87	-5	98	92	nt	nt	nt
COC(=O)C1CCN(c2nc3ccccc3nc2C(C#N)C(=O)OCC(C)C)CC1 (stereo not drawn)	-10	-6	79	8	93	85	4	-14	-2.7
CCn1c(SCC(=O)Nc2cc(OC)c(OC)c(OC)c2)nnc1-c1cccs1	-24	4	81	-12	nt	90	-4	15	-0.47
Cc1cc(=O)[nH]c(SCC(=O)N2CCc3ccccc3C2)n1	-19	-11	94	-2	101	83	-2	6	0.64
COCCNC(=O)CN(Cc1ccc2c(c1)OCO2)C(=O)CCC(=O)Nc1nccs1	-1	-7	98	-4	94	99	-30	2	1.8
O=C(NCc1cccs1)c1ccc2c(c1)OCCO2	-39	1	93	4	101	111	23	-1	1.1
CC(=O)Nc1ccc(NC(=O)C(F)(F)F)cc1	-19	-8	96	8[fluorescence artefact?]	97	86	-6	-11	0.94
CCOC(=O)C1C(=O)C=C(/C=C/c2ccccc2)CC1c1ccc(Cl)cc1 (stereo not drawn)	-3	3	nt	nt	nt	nt	8	3	1.9
COc1ccc(CNC(=O)C(c2ccncc2)N(C(=O)Cc2cccs2)c2ccc(C)cc2)cc1 (stereo not drawn)	-4	-14	nt	nt	nt	nt	38	12	-1.2
Cc1ccc(-n2c(C)c3c(C)nnc(C)c3c2C)cc1C	-10	nt	32*	3	93	102	-1	2	0.06
Cc1ccc(C(=O)NCC(C)(C)N2CCOCC2)s1	-2	7	nt	nt	nt	nt	-2	2	1.9
CCC(C(=O)OC)n1cnc2c(nnn2-c2ccc(OC)cc2)c1=O (stereo not drawn)	20	-17	89	0	103	105	29	9	0.06
c1ccc2oc(NC3=NCN(CC4CCCO4)CN3)nc2c1 (stereo not drawn)	-12	-4	85	-7	96	92	-26	-6	0.56
CCOC(=O)c1cc(-c2ccc(F)cc2)n(CC(=O)N2CCCC2)c1C	17	-13	76	-4	107	107	2	-2	-1.3
CNc1oc(Cc2ccccc2)nc1S(=O)(=O)c1ccccc1	-2	-27	98	10	91	85	-18	-4	-0.07
COCC(=O)Nc1ccccc1C(=O)NC(C)C	4	-7	88	-5	105	95	0	28	0.17
COC(=O)C1=C(N)Oc2cc(C)oc(=O)c2C1c1cccnc1 (stereo not drawn)	-10	-5	99	-3	100	98	0	8	-0.26
CCOC(=O)c1cccc(N2C(N)=NC(N)=NC2(C)C)c1	-38	-22	87	0	90	90	6	28	0.44
O=C1CC(N2CCN(c3cccc(C(F)(F)F)c3)CC2)C(=O)N1c1ccccc1F (stereo not drawn)	-47	-74	89	-3	92	89	28	-20	-0.18
COc1ccc(CCN(C)Cc2ccc(OCc3ccccc3)c(OC)c2)cc1OC	-5	-39	nt	nt	nt	nt	-11	4	0.28
CCCS(=O)(=O)N1CCN(S(=O)(=O)c2ccc(F)cc2)CC1	-24	-11	93	-9	96	96	9	-15	0.56
COc1ccccc1C=NC(CO)C(O)c1ccc([N+](=O)[O-])cc1 (stereo not drawn)	-4	-1	94	-4	105	90	13	7	0.19
COC(=O)c1cccc(NC(=S)NCc2ccc(Cl)cc2)c1	-9	-23	nt	nt	nt	nt	9	1	0.17
c1ccc(CSc2nnc(-c3cccnc3)o2)cc1	-14	-13	34*	-3	100	87	-13	-2	-0.21
C=C(C)c1cccc(C(C)(C)NC(=O)Nc2ccc3[nH]c(=O)[nH]c3c2)c1	4	23	94	-3	109	105	-9	-5	0.49
CCCCCCc1nc2ccccc2c(=O)n1N	-11	-24	89	-3	100	102	-9	14	0.36
CC(C)(C)C1CCc2c(sc(NC(=O)c3cccs3)c2C(=O)N2CCCCC2)C1 (stereo not drawn)	-24	-10	71	-3	87	101	-6	6	-0.3
Cc1ccc(-n2c(=O)[nH]cc(C(=O)N3CCc4ccccc43)c2=O)cc1	nt	nt	104	-5	98	104	nt	nt	-0.27
Cc1nc(=O)c(-c2ccccc2)c(C)n1-c1ccccc1O	nt	nt	87	-1	98	98	nt	nt	-0.62
CCCCCC(O)CCc1n[nH]c(=S)n1-c1ccccc1 (stereo not drawn)	13	-15	nt	nt	nt	nt	-51	11	-0.27
COc1ccccc1OCCNC1CCCC1	-20	7	nt	nt	nt	nt	24	5	0.5
Nc1nc2n(n1)C(c1ccco1)CC(c1ccc(Cl)cc1Cl)N2 (stereo not drawn)	nt	nt	81	-9	91	90	nt	nt	nt
CC1=Nn2c(nnc2-c2ccccc2F)SC1	-26	-14	98	0	99	101	8	-2	0.87
COc1ccc(-n2nnc3c(SCC(=O)NCC4CCCO4)ncnc32)cc1 (stereo not drawn)	-31	-25	42	14	73	76	15	17	-0.57
CCc1ccc(NC(=O)COC(=O)CN2C(=O)COc3ccccc32)cc1	-4	-4	nt	nt	nt	nt	3	11	-0.61
CC(C)OP(C)(=O)CN1CCN(CP(C)(=O)OC(C)C)CC1 (stereo not drawn)	-51	-6	101	9	103	97	12	6	0.02
c1ccc(CNCc2ccc3c(c2)OCO3)nc1	-12	2	96	4	74	111	13	-9	0.31
CC(O)Cn1ccccc1=N (stereo not drawn)	-2	-11	97	-20	108	97	-32	-4	0.21
O=C(OCc1ccc(F)cc1Cl)c1ccccn1	-25	20	86	-5	98	91	0	-1	0.4
O=C(Nc1ccc(OC(=O)c2ccccc2)c(-c2nc3ccccc3s2)c1)c1ccccc1	14	-9	nt	nt	nt	nt	7	16	-2.2
CC(/C=C/c1ccc2c(c1)OCO2)=N\NC(=O)COc1ccccc1C	0	-29	nt	nt	nt	nt	-31	1	0.78
Cc1c(Br)c([N+](=O)[O-])nn1C(C)C(=O)Nc1nccs1 (stereo not drawn)	-4	5	nt	nt	nt	nt	7	4	-0.32
Fc1cccc(NC(=S)Nc2ccc(Br)cc2)c1	36	-64	nt	nt	nt	nt	19	32	0.66
Cc1ccc(F)cc1NC(=O)c1c(-c2ccccc2)noc1C	-24	-7	94	2	89	91	14	19	nt
Cc1ccc(-n2c(=O)cc(N3CCCCCC3)[nH]c2=O)cc1	nt	nt	93	-6	95	96	nt	nt	nt
COc1ccc(CCN2C(=O)C3CC=C(C)CC3C2=O)cc1OC (stereo not drawn)	-32	-9	93	-8	110	105	-13	-16	0.02
O=C(Nc1cccnc1)c1noc2c1CCCCC2	-12	-30	99	-1	116	111	3	22	-0.39
COc1ccccc1NC(=O)CSc1nnc(Cn2nnc(-c3ccccc3)n2)n1-c1ccccc1	-39	-18	58	-11[fluorescence artefact?]	91	78	-9	-14	-0.67
CCOc1cc(N2CCOCC2)c(OCC)cc1NC(=O)COC(=O)c1cc(C)oc1C	4	6	38*	4	95	93	7	20	2.5
COc1ccc(SCC(=O)c2cc(C)c(OC(=S)N(C)C)c(C)c2)cc1	-2	2	58	-4	95	116	-12	15	-0.53

# Continuation.
compound	HUVEC tox TNFa	HUVEC tox IL1B	H69AR inhibit	Smad3 FoxH1 inh	Lung fibro prol	HUVEC inhibit	cytoskel mod	VCAM1 TNFa inh	Pyk2 oligo antag
CC(C(=O)NC1=NCCS1)N1C(=O)c2ccccc2C1=O (stereo not drawn)	1	9	103	5	100	100	11	3	-0.68
CCCN(CCC)C(C(=O)Nc1cccc(OC)c1)c1ccccc1 (stereo not drawn)	-17	-4	68	5	108	87	13	-16	-0.37
CCOc1ccccc1NC(=O)C1CC(=O)n2ncnc2N1 (stereo not drawn)	-11	0	100	14	100	92	5	-1	0.69
CCN(CC)c1ccc2cc(C(=O)O)c(=O)oc2c1	-12	-42	103	2	93	109	-3	-5	0.35
COc1ccc(N2CC(C(=O)O)CC2=O)cc1 (stereo not drawn)	-18	17	96	-3	98	90	5	12	0.33
COc1cc(C(=O)Nc2nc(N)n(-c3ccccc3)n2)cc(OC)c1OC	-1	1	86	16[fluorescence artefact?]	109	94	-8	-7	-0.02
CCCC1C(c2ccccc2)C(C#N)(C#N)C2(C#N)CC1(N)NC2=O (stereo not drawn)	-16	-76	100	8[fluorescence artefact?]	99	95	-18	-12	0.37
COc1cc2c(cc1NC(C)=O)CCCC2	-19	-10	101	-14	107	91	3	-5	-0.35
Clc1ccc(NCc2nncn2-c2ccccc2)cc1	10	12	91	-10	106	88	37	-5	-0.21
CCOCCCNC(=O)c1ccc(OC(C)=O)cc1	nt	-12	98	0	103	104	-2	-25	0.37
CCOc1ccc(-c2nnn(CC(=O)c3ccc4c(c3)OCCO4)n2)cc1	-26	-11	99	1	109	108	14	-84	-0.03
O=C1NC2(CCCC2)N=C1c1ccc(F)cc1	-6	nt	96	0	93	98	5	6	0.3

# Structural class, the compounds so far with a nitro group on carbon.
compound	HUVEC tox TNFa	HUVEC tox IL1B	H69AR inhibit	Smad3 FoxH1 inh	Lung fibro prol	HUVEC inhibit	cytoskel mod	VCAM1 TNFa inh	Pyk2 oligo antag
COc1ccccc1C=NC(CO)C(O)c1ccc([N+](=O)[O-])cc1 (stereo not drawn)	-4	-1	94	-4	105	90	13	7	0.19
Cc1c(Br)c([N+](=O)[O-])nn1C(C)C(=O)Nc1nccs1 (stereo not drawn)	-4	5	nt	nt	nt	nt	7	4	-0.32

# Continuation:
compound	HUVEC tox TNFa	HUVEC tox IL1B	H69AR inhibit	Smad3 FoxH1 inh	Lung fibro prol	HUVEC inhibit	cytoskel mod	VCAM1 TNFa inh	Pyk2 oligo antag
CCOC(=O)c1c(N)n(C2CC(C)(C)NC(C)(C)C2)c2nc3ccccc3nc12	-5	4	88	1	96	98	-10	5	0.5
Cc1ccc(C2CN(C)C3(C(=O)Nc4ccccc43)C23COc2ccccc2C3=O)cc1 (stereo not drawn)	0	19	nt	nt	nt	nt	11	4	-3.6*
CC(=O)c1cccc(NC(=O)CN(c2ccccc2F)S(C)(=O)=O)c1	9	-82	86	-1	103	88	-10	-4	-0.41
O=C(Nc1nc2ccccc2n1CCOc1ccc(Cl)cc1)c1ccco1	-10	-2	53	7	59	56	-11	3	nt
